# SV40 large T antigen – SV40 large T antigen inhibitors, biochemical (AID 1903). SV40 large T antigen ATPase/helicase inhibition assay; higher % means a stronger effect. 310,000 tested, 0.39% active. inhibition, % at 20 µM, or IC50 in µM where a hit was titrated; in the data active = a potency from the dose series; inconclusive = inhibition mostly from about 32% at the one dose, without a potency; inactive = the rest, 99 in 100 with inhibition below about 32%; note: strong numbers were not always called active
# GPR35 arrestin U2OS – GPR35 antagonists blocking zaprinast-driven arrestin recruitment, primary screen, imaging, U2OS, beta-arrestin-GFP, zaprinast agonist (AID 2058). inhibition, % at 10 µM; hits with a dose series show IC50 in µM. G-protein coupled receptor 35 (Homo sapiens). 290,000 tested, 0.052% active. U2OS GPR35 beta-arrestin-GFP translocation imaging, zaprinast antagonism; higher % means a stronger effect;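 active = inhibition of at least 50% with at least 30 cells and total cytoplasm GFP at most 10,000,000; inconclusive = under 30 cells or total GFP of 10,000,000 plus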
# T cell HTS – modulators of CD8 T cell-vesicle binding, primary screen, mouse 2C CD8+ T cells, flow cytometry | calls only at 7 µM | 330,000 tested, 0.068% active | 2C CD8+ T cell-vesicle binding; hits give low values;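 active = response, share of CD8 T cells binding vesicles, and their 90th percentile fluorescence all below set limits, cut at about 80% in these data, passing the limit was not always enough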
#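 Read-out – percent CD8+ FL2 mean versus row control · System – murine 2C transgenic CD8+ T lymphocytes · Times – 1.5 h cell–vesicle binding at 37 °C, then 20 min icy labelling · Control set – naked vesicles low, QL9 vesicles with vehicle high · Detection – cytometric PE anti-B7-1 and Alexa647 anti-CD8 signals after 1% paraformaldehyde fixation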
# GPR55 activation – GPR55 agonists via beta-arrestin recruitment, primary screen, imaging, U2OS cells, beta-arrestin-GFP redistribution (AID 1961); U2OS GPR55 beta-arrestin-GFP redistribution imaging; higher % means a stronger effect; 290,000 tested, 0.048% active; activation, % at 10 µM, or EC50 in µM where a hit was titrated;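 active = activation above 40% with more than 50 cells counted in the well; inconclusive = wells holding fewer than 50 cells, flagged as toxic or sparse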;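 note: U2OS osteosarcoma cells stably expressing GPR55 and beta-arrestin-GFP; plate controls were DMSO negative control for no effect and LPI positive control for full effect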
# MgcRacGAP inhibition – MgcRacGAP GTPase-activating activity inhibitors, confirmation, biochemical, ADP Hunter fluorescence. Rac GTPase-activating protein 1 (Homo sapiens). AID 624330, 2012. one-dose inhibition, % at 30 µM; IC50 in µM for titrated hits. MgcRacGAP-stimulated Rac1 GTP hydrolysis, ADP Hunter fluorescence; higher % means a stronger effect; GST-tagged Rac1 F28L mutant substrate. 340,000 tested, 0.6% active;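 active = first-screen hits whose inhibition reached a set limit at any dose in the follow-up dose series; inconclusive = inhibition above the set first-screen limit but never retested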;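 note: fluorescence reports GDP produced by GAP-driven GTP hydrolysis; strong numbers were not always called active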
# GPR55 antagonists – GPR55 antagonists blocking LPI-driven arrestin recruitment, primary screen, imaging, U2OS, beta-arrestin-GFP, LPI agonist (AID 2013) | G-protein coupled receptor 55 (Homo sapiens) | U2OS GPR55 beta-arrestin-GFP translocation imaging, LPI antagonism; higher % means a stronger effect | one-dose inhibition, % at 10 µM; IC50 in µM for titrated hits | 290,000 tested, 0.13% active;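 active = spots per cell inhibited over 60%, with over 100 cells counted and total cytoplasm intensity under 500,000; inconclusive = wells with under 100 cells, flagged as likely toxic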;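 note: U2OS cells stably carrying GPR55 and arrestin-GFP stimulated by 5 µM LPI near EC80; imaged beta-arrestin-GFP aggregate spots per cell after agonist stimulation; plate controls were LPI-stimulated DMSO wells for no effect and DMSO wells without LPI for full effect; some results filed as inactive read as strong as hits; confirmed hits need IC50 under 10 µM and bright autofluorescent wells are also inconclusive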
# Hep lipid drop – inhibitors of hepatocyte lipid droplet formation, primary screen, imaging, high-throughput imaging, BODIPY stain | inhibition, % at 6.5 µM | 240,000 tested, 0.4% active | AID 1656, 2009 | AML12 mouse hepatocytes, oleate lipid droplets;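 active = lipid droplet intensity inhibited by at least 50%, with more than 500 cells counted; inconclusive = wells with under 300 cells, treated as cytotoxic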
#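 material = mouse AML12 hepatocyte cell line, fixed after treatment | also added = 100 µM oleic acid challenge | doses = compound at 6.5 µM only | schedule = overnight exposure | technique = Image-based BODIPY and DAPI two-channel analysis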
# NTR1 agonist – agonists of NTR1, primary screen, imaging, U2OS cells, beta-arrestin-GFP, high content (AID 493036). Neurotensin receptor type 1 (Homo sapiens), P30989. NTR1-U2OS beta-arrestin-GFP spot imaging, agonist mode. activation, % at 20 µM. 330,000 tested, 0.17% active;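 active = activation at or above 40% of the spot to cytoplasm intensity ratio, with at least 20 cells analyzed; inconclusive = wells under 20 cells, flagged as cytotoxic or low count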;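 note: 0% = DMSO without peptide and 100% = 100 nM NTR1 peptide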
# Target sequence (P30989 whole entry, looked up): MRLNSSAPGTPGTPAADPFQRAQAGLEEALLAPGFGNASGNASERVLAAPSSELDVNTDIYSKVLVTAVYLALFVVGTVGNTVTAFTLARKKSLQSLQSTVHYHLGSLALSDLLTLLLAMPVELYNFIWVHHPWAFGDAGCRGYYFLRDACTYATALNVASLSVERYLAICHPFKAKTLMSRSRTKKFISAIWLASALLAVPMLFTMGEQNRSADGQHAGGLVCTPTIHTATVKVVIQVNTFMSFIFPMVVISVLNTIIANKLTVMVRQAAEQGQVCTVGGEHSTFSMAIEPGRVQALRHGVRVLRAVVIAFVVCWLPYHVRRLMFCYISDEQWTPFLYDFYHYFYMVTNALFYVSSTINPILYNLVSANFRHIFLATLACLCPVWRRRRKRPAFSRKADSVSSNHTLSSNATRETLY
# LYP phosphatase – inhibitors of LYP phosphatase, biochemical, fluorescence intensity, uHTS (AID 1779). Tyrosine-protein phosphatase non-receptor type 22 (Homo sapiens). recombinant LYP phosphatase, fluorescence intensity; higher % means a stronger effect. inhibition, % at 11.5 µM, or IC50 in µM where a hit was titrated. 290,000 tested, 0.054% active; in the data active = inhibition above about 50%;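 note: plate controls were vehicle with enzyme for no effect and no enzyme for full effect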
# Hep lipid drop cells 6.5 µM – second read-out of Hep lipid drop, no call of its own (marks repeat the call); cell count; measured here: cell count, cytotoxicity flag;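 cells counted across two imaged fields per well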
# T cell HTS vesicle-bound % – second read-out of T cell HTS, no call of its own (marks repeat the call); double positive events, %; measured here: CD8+ vesicle-bound cell fraction;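 binding gate set so that unloaded-vesicle control wells show 10% double positive cells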
# NTR1 agonist cell count 20 µM – recorded beside NTR1 agonist, whose call it bears; cell count; measured here: cell count, cytotoxicity flag
# * = called active by the depositor; i = inactive; ? = inconclusive; . = no result given. Random draw from the library. Share with any hit: about 1.8%.
SMILES,SV40 large T antigen,GPR35 arrestin U2OS,T cell HTS,T cell HTS vesicle-bound %,GPR55 activation,MgcRacGAP inhibition,GPR55 antagonists,Hep lipid drop,Hep lipid drop cells 6.5 µM,NTR1 agonist,NTR1 agonist cell count 20 µM,LYP phosphatase
Cc1cc2cc(NC(=O)c3ccco3)ccc2[nH]1,29%,-4%,i,24,0.5%,20%,1%,15,713,1.2,37,-10%
COc1cccc(C2C3=C(CCCC3=O)Nc3[nH]n(-c4ccccc4)c(=O)c32)c1 (stereo not given),21%,-8%,i,38,0.2%,8%,-2%,-1,674,-0.3,30,-3%
CC(=O)Nc1cc(C)nn1-c1nc2ccccc2s1,6%,-2%,i,43,-0.3%,4%,26%,9,741,2.2,60,-3%
Cc1ccccc1CN(C)C1CCN(C)CC1,4%,-20%,i,27,-0.3%,-4%,-4%,-2,827,-0.2,43,-4%
Cc1cccc(CCN(Cc2cc3cccc(C)c3[nH]c2=O)C(=O)N2CCOCC2)c1,14%,-1%,i,9,0.2%,-3%,8%,-20,677,-1.4,91,1%
COc1ccc([N+](=O)[O-])cc1NC(=O)c1cncc(Br)c1,4%,-14%,i,54,-0.1%,7%,1%,2,665,-0.1,77,6%
c1ccc(CNc2cnccn2)cc1,-9%,13%,i,34,-0.1%,2%,9%,-3,730,0.6,92,-7%
COc1ccc(OC)c(NC(=O)CCC(=O)Oc2ccc(C)cc2)c1,22%,-4%,i,59,-0.1%,16%,7%,-10,851,0.4,65,-4%
O=C(NCC(c1ccco1)N1CCOCC1)C1CCCCC1 (stereo not given),3%,.,i,41,.,2%,.,.,.,-1.1,72,.
CC(C)CCNC(=S)Nc1ccccc1F,7%,-2%,i,48,-0.2%,-8%,1%,-18,570,0.3,65,-6%
Cc1ccccc1NC(=S)NC1CC2CCC(C1)N2Cc1ccco1 (stereo not given),5%,-9%,i,6,-0.1%,10%,14%,.,.,-1.2,49,-8%
CCCC(=O)CN1C(=O)C2(OCCO2)c2ccccc21,7%,-4%,i,33,-0.4%,5%,-3%,5,766,-2.3,85,-7%
CCO[C@@H]1OC(C(N)=O)=C[C@H](c2ccccc2)[C@H]1CCCO,4%,-3%,i,30,-0.2%,7%,-3%,-15,685,0.8,96,-8%
CCOC(=O)/C(=C\c1ccccc1)C(=O)c1cc(C(C)=O)c(Nc2ccccc2)s1,6%,-4%,i,38,1.1µM*,2%,-1%,10,718,15,46,4%
O=C(CSc1ccc(-c2cccs2)nn1)c1cccs1,10%,-8%,i,45,0.6%,2%,-3%,-7,717,-0.5,67,-2%
COC(=O)C1CCN(C(=O)Cc2ccc(C)cc2)CC1,3%,0%,i,33,-0.1%,6%,9%,7,769,-0.3,50,-10%
COc1ccc2oc(-c3ccccc3[N+](=O)[O-])cc(=O)c2c1,3%,0%,i,35,-0.1%,7%,-8%,-59,559,2.9,78,-5%
CC(NC(=O)CSC(=S)N1CCCC1)c1ccc(S(N)(=O)=O)cc1 (stereo not given),6%,.,i,37,.,2%,.,.,.,-0.5,65,.
O=C(O)c1ccc(N2N=C(c3ccccc3)CC2c2ccccc2)cc1 (stereo not given),3%,-5%,i,62,-0.2%,14%,3%,-9,835,0.6,58,-29%
CC(=O)c1ccc(NC(=O)CSc2nnc(C3CC3)n2C)cc1,-4%,7%,i,38,-0.2%,-7%,15%,-10,780,1.2,50,-10%
CC(C)(C)n1nc(-c2ccc(F)cc2)c2c(N)ncnc21,6%,0%,i,10,-0.3%,14%,-17%,3,690,-0.4,46,-3%
CC(C)c1ccccc1OCCCCN1CCCCC1,11%,.,i,42,.,15%,.,.,.,-0.3,64,.
COc1ccc(-c2cc(-c3nnc(COC(=O)C4CC4C)o3)c3ccccc3n2)cc1OC (stereo not given),16%,0%,i,5,-0.2%,5%,4%,2,719,7.2,44,4%
O=C(CSc1ccccn1)N1CCN(c2ccccc2)CC1,9%,4%,i,44,0.6%,5%,20%,-8,619,-1.0,60,-3%
COCCNCCCOc1ccc(C)cc1Br,-2%,-1%,i,60,-0.1%,20%,-6%,0,663,-1.5,100,-3%
FC(F)C(F)(F)C1=CC(c2cccs2)=NCCN1,22%,0%,i,25,-0.1%,4%,4%,-2,732,0.2,59,-13%
O=C1CCC(=O)N1c1ccc(CSc2nc3ccccc3[nH]2)cc1,?,10%,i,51,0.2%,8%,-8%,.,.,-0.4,76,-6%
COc1cc(/C=C2/SC(=O)N(CC(=O)N3CCCC3)C2=O)ccc1Oc1ccc([N+](=O)[O-])cn1,9%,15%,i,34,-0.1%,12%,13%,-14,811,2.8,76,-5%
CN(C)CCOc1nc(-c2ccccc2)nc2c1oc1ccccc12,-3%,10%,i,26,-0.2%,17%,-3%,.,.,17,40,-9%
CCOc1ccc(C(CC(=O)O)n2cnnn2)cc1 (stereo not given),-4%,3%,i,44,-0.4%,8%,6%,2,743,-0.8,43,-9%
Cc1cc(C)cc(NC(=O)c2nccnc2C(=O)O)c1,-2%,-2%,i,35,-0.1%,12%,2%,.,.,-2.0,68,-11%
Cc1cc2oc(=O)cc(C)c2c(=O)o1,.,-1%,i,48,-0.1%,7%,9%,12,661,0.7,53,1%
O=C(Nc1ccc(NC(=O)c2ccc(Cl)c(S(=O)(=O)N3CCOCC3)c2)cc1)c1ccccc1,8%,12%,i,4,-0.2%,-8%,5%,8,834,-0.4,43,-11%
O=C(CCC(=O)c1ccc(Oc2ccccc2)cc1)Nc1cccc(Cl)c1Cl,8%,8%,i,50,0.1%,12%,13%,-10,647,0.5,92,-1%
COc1ccc(/C=C/C(=O)NC2CCN(Cc3ccccc3)CC2)cc1OC,-1%,0%,i,36,-0.2%,3%,7%,19,633,0.2,53,-5%
CCOC(=O)c1c(N)sc(C(O)(C(F)(F)F)C(F)(F)F)c1-c1ccc(OC)cc1OC,1%,1%,i,10,0.3%,1%,23%,.,.,1.8,42,-2%
CCN(CC)S(=O)(=O)c1ccc(C(=O)NCc2n[nH]c(=S)n2Cc2ccccc2)cc1,7%,-4%,i,10,-0.1%,-6%,-1%,.,.,0.1,93,-8%
CCOc1ccc2nc(NC(=O)CSCC(=O)Nc3cc(C)on3)sc2c1,13%,.,i,40,.,-2%,.,.,.,1.0,68,.
CSCC[C@H](NC(=O)[C@H]1N2C(=O)c3ccccc3C2SC1(C)C)C(=O)NCc1ccncc1 (stereo not given in full),-4%,6%,i,12,-0.1%,9%,2%,17,750,-0.1,69,-8%
CCN(CC)S(=O)(=O)c1ccc(NC(=O)COC(=O)c2ccc(Br)o2)cc1,10%,3%,i,36,0.7%,2%,4%,.,.,1.8,43,1%
N#Cc1cc2c(nc1SC1CCCCC1O)CCCC2 (stereo not given),6%,6%,i,25,-0.1%,12%,.,.,.,6.6,42,-5%
c1ccc(-c2nc3nc4ccccc4nc3n2Cc2ccco2)cc1,6%,8%,i,54,-0.2%,11%,-14%,.,.,-0.8,80,1%
CCCN(C(=O)c1ccc(N2CCCC2=O)cc1)c1c(N)n(Cc2ccccc2)c(=O)[nH]c1=O,5%,.,i,33,.,8%,.,.,.,-0.4,54,.
Cc1cc(SCNC(=O)c2ccccc2)nc(C(C)C)n1,14%,-14%,i,36,0.7%,3%,8%,6,719,0.0,51,-4%
O=[N+]([O-])c1ccc(N2CCN(S(=O)(=O)c3ccc4ccccc4c3)CC2)cc1NCC1CCCO1 (stereo not given),3%,1%,i,52,0.2%,11%,6%,2,637,1.1,93,9%
O=c1c2ccccc2nc(SCc2ccccc2)n1Cc1ccco1,1%,7%,i,40,0.1%,6%,21%,.,.,2.9,90,-10%
COC(=O)[C@H](CCSC)NC(=O)Nc1ccc(C)c(C)c1,-2%,7%,i,23,0.2%,5%,-15%,.,.,-1.2,54,4%
CC(=O)Nc1ccc(Nc2nc(C)c([N+](=O)[O-])c(Nc3ccc(NC(C)=O)cc3)n2)cc1,3%,-11%,i,5,-0.3%,6%,1%,0,712,0.0,37,-4%
O=C(NCCCN1CCCC1)Nc1ccc(F)cc1,6%,-7%,i,37,0.3%,12%,-2%,4,841,0.1,78,-7%
CCC1Oc2ccc(C)cc2N(CC(=O)N2CCCC2)C1=O (stereo not given),-10%,-4%,i,39,-0.2%,13%,-10%,-2,851,-0.2,56,-8%
COc1ccc(/C=N/Nc2nc(N3CCCCC3)nc(N3CCCCC3)n2)cc1[N+](=O)[O-],4%,-11%,i,35,0.9%,-1%,8%,9,623,4.2,50,0%
CCC(=O)N/N=C/c1ccc(OS(=O)(=O)c2ccccc2)cc1,4%,-4%,i,42,0.2%,5%,6%,-6,630,1.2,48,-5%
CCN(CC)CCN1C(=O)C(=O)/C(=C(/O)c2c(C)[nH]c(C(=O)OC)c2C)C1c1ccc(OC)cc1 (stereo not given),3%,-10%,i,32,-0.1%,8%,7%,.,.,2.5,96,-8%

# Part of the list above, with tabs.
SMILES	SV40 large T antigen	GPR35 arrestin U2OS	T cell HTS	T cell HTS vesicle-bound %	GPR55 activation	MgcRacGAP inhibition	GPR55 antagonists	Hep lipid drop	Hep lipid drop cells 6.5 µM	NTR1 agonist	NTR1 agonist cell count 20 µM	LYP phosphatase
c1ccc(-c2nc3nc4ccccc4nc3n2Cc2ccco2)cc1	6%	8%	i	54	-0.2%	11%	-14%	.	.	-0.8	80	1%
N#Cc1cc2c(nc1SC1CCCCC1O)CCCC2 (stereo not given)	6%	6%	i	25	-0.1%	12%	.	.	.	6.6	42	-5%

# Source: PubChem BioAssay
